# Source: PubChem (National Center for Advancing Translational Sciences (NCATS))
# HCMV inh = inhibitors of human cytomegalovirus; 410,000 tested, 4.5% active; activity change, negative = inhibition, % at 57.5 µM; HFF cells, HCMV-luciferase reporter, 72 h; active compounds read low; in the data active = activity change below about -60%; inconclusive = no clear call, values can overlap the other calls; inactive = above about -39%
#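 Two compound doses tested in HFFs infected with HCMV-luciferase, MOI 1 PFU/cell, 72 h at 37C. Lysate luminescence read with OneGlo; data normalized against buffer-only and 10uM Salinomycin inhibitor controls.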
# HCV inh = HCV inhibition | Huh7.5.1 HCVcc-Cre infection, luciferase reporter, 44 h | Potency, µM (series often up to 41.8 µM), for inactives: at the top dose activity change, negative = inhibition, actives largely listed as inhibitors | 340,000 tested, 3.4% active | AID 651820; also: potency is read from the fitted curve at half-maximal effect
#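 Infectious HCVcc-Cre (~0.5 moi) was added to cells just after compound, with cells seeded 4 h earlier at 1,000 per well. Luciferase activity after 44 h culture reported infection; substrate was incubated 15 min at room temperature before reading.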
# FBPA Giardia inh = blocks Giardia fructose-bisphosphate aldolase activity; purified Giardia FBPA; Potency, µM (doses to about 59.6 µM), for inactives: top-dose activity, negative = inhibition, usual class: inhibitors; A8B2U2; 290,000 tested, 0.71% active; AID 2451; also: potency is read from the fitted curve at half-maximal effect; nearly all actives have a fitted effect of over 55% in size
# Target sequence (A8B2U2 whole entry, looked up): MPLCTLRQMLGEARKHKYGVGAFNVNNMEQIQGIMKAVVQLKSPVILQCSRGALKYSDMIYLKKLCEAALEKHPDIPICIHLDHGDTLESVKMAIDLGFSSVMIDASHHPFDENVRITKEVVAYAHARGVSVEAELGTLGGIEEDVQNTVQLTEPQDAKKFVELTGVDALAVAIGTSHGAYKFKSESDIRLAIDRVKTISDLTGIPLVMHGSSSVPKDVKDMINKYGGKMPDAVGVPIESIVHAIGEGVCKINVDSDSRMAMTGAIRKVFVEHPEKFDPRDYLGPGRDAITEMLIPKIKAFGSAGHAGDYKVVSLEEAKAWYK
#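 40 nM FBPA preincubated 10 min at RT with compound (up to 57.5 uM final), then substrate plus GAPDH/TPI/NAD/arsenate coupling and diaphorase/resazurin added. Fluorescence read after 20 min at RT, 525/598 nm.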
# AMA1 RON2 block = AMA1-RON2 (P. falciparum) interaction inhibition; AlphaScreen AMA1-biotinylated RON2 peptide binding; Potency, µM (series often up to 58.2 µM), without a hit: top-dose activity change, negative = inhibition, hits mostly inhibitors; 360,000 tested, 0.2% active; AID 720542;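 also: potency is read from the fitted curve at half-maximal effect; 0% = vehicle wells and -100% = peptide control; nearly all actives have a fitted effect of over 45% in size; some results filed as inactive show a strong effect at the top dose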
#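 AMA1 (3D7) with his tag at 25 nM final met compounds first, then biotinylated RON2 peptide at 25 nM; detection used donor plus acceptor beads, 10 µg/mL apiece, read by AlphaScreen after 30 min at room temperature.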
# AmpC detergent = blocks E. coli AmpC beta-lactamase in detergent assay | AmpC hydrolysis of nitrocefin, absorbance 480 nm, 0.01% Triton | Potency, µM (top dose mostly 114 µM), without a hit: at the highest dose activity change, negative = inhibition, hits mostly inhibitors | 370,000 tested, 0.041% active | AID 485294;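 also: potency is read from the fitted curve at half-maximal effect; 0% = no-compound wells and -100% = no-enzyme wells; nearly all actives have a fitted effect of over 25% in size; some results filed as inactive show a strong effect at the top dose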
# Target sequence (P00811 whole entry, looked up): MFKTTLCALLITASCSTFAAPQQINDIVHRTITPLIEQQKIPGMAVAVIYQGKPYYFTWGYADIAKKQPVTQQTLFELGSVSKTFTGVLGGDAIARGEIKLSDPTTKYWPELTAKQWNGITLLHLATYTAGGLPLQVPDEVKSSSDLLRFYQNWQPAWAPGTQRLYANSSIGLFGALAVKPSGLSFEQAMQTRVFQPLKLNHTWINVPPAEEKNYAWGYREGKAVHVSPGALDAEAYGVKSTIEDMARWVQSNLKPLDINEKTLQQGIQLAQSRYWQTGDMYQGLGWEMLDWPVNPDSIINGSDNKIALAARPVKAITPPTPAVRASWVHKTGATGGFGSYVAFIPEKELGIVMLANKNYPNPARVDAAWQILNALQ
#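 20 mM phosphate pH 7.0 + 0.01% (detergent screen) or 0.0001% Triton X-100; 5.3 nM AmpC reagent; cpd preinc 15 min RT; nitrocefin (800 uM stock) to start; A480 q20 s × 4 min; Activity was normalised to no-enzyme and no-compound control wells.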
# Sm TGR block = inhibitors of Schistosoma mansoni thioredoxin glutathione reductase | purified TGR, DTNB reduction, TNB absorbance 405 nm | Q962Y6 | AID 485364 | 360,000 tested, 3% active | Potency, µM (series often up to 114 µM), without a hit: at the top dose activity change, negative = inhibition, actives largely listed as inhibitors; also: potency is read from the fitted curve at half-maximal effect; nearly all actives have a fitted effect of over 60% in size
#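 First, TGR (20 nM dispensed) and NADPH were mixed with compound. Second, a 15 min room-temperature incubation followed. Third, further NADPH and then DTNB were added to start the reaction. Finally, TNB absorbance was monitored kinetically.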
# * hit, by the source's call; ? = inconclusive; . = no result given; & = joins results of further samples; [ ] = remark or other dose. Unless noted, calls follow the shape of the dose curve; as a rule, active = well fitted curve in the direction sought with a large enough effect; inconclusive = small, poorly fitted or top-dose-only effect, or another doubt; inactive = no such curve, though single readings can be large; an effect the other way counts as inactive or inconclusive. Unless noted, % is scaled to controls: 0 for no effect and ±100 for the full control effect.
SMILES	HCMV inh	HCV inh	FBPA Giardia inh	AMA1 RON2 block	AmpC detergent	Sm TGR block
Cc1ccc2cccc(NC(=O)c3ccc(-c4cccc(Cl)c4)o3)c2n1	1.6	.	.	.	-9.6%	1.3%
Cn1c(N)c(S(=O)(=O)N2CCN(c3ccccc3F)CC2)c(=O)n(C)c1=O	6.0	.	-2.3%	8.2%	-1.8%	-12.1%
Cc1ccc(SCC(=O)Nc2cccc(-c3nc4cc(Cl)ccc4o3)c2C)cc1	28.6	.	.	.	-3.9%	-1.7%
Cc1ccc(NC(=O)CNCc2ccc(Cl)cc2Cl)cc1S(=O)(=O)N(C)C	-2.6	-14.0%	?	-19.6%	?	-3.2%
COCCNC(=O)C1CC(=O)N(c2ccc(F)c(Cl)c2)C1 (configuration not stated)	-16.8	6.9%	.	1.9%	.	.
CCOC(=O)C1C(c2cccc(Cl)c2Cl)NC(=O)NC1(O)C(F)(F)F (configuration not stated)	5.8	2.2%	4.5%	20.0%	4.0%	0.6%
Cc1ccc(CNc2nc3ccccc3c3nc(-c4cccc(C)c4)nn23)cc1	118.8	.	.	.	18.3%	2.4%
CN(CC(O)COc1ccc(OCC(O)CN(C)C2CCCCC2)cc1)C1CCCCC1 (configuration not stated)	?	15.8µM*	-8.7%	5.1%	-12.5%	0.2%
C=CCN(CC=C)C(=O)c1ccccc1NC(=O)c1ccccc1C	61.0	-5.5%	7.8%	-3.8%	3.4%	10.3%
Cc1nnc(C)n1/N=C/c1ccc(C(C)C)cc1	-17.1	4.9%	-4.8%	-0.1%	-16.1%	-24.8%

# Overlap with the part before: 4 compounds; new compounds follow.
SMILES	HCMV inh	HCV inh	FBPA Giardia inh	AMA1 RON2 block	AmpC detergent	Sm TGR block
Cc1ccc(CNc2nc3ccccc3c3nc(-c4cccc(C)c4)nn23)cc1	118.8	.	.	.	18.3%	2.4%
CN(CC(O)COc1ccc(OCC(O)CN(C)C2CCCCC2)cc1)C1CCCCC1 (configuration not stated)	?	15.8µM*	-8.7%	5.1%	-12.5%	0.2%
C=CCN(CC=C)C(=O)c1ccccc1NC(=O)c1ccccc1C	61.0	-5.5%	7.8%	-3.8%	3.4%	10.3%
Cc1nnc(C)n1/N=C/c1ccc(C(C)C)cc1	-17.1	4.9%	-4.8%	-0.1%	-16.1%	-24.8%
O=C(NNS(=O)(=O)c1ccccc1[N+](=O)[O-])c1cccnc1	-34.4	-0.8%	-5.1%	-3.7%	-10.5%	-7.1%
Cc1ccn2c(C(=O)NNC(=O)Nc3ccc(Cl)cc3)c(C)nc2c1	-15.4	-0.7%	.	121.4%[activator]	2.2%	3.1%
CC1Cn2c(nc3sc4c(c3c2=O)CCC4)N1CCO (configuration not stated)	32.1	-11.2%	-16.8%	?	-12.2%	8.7%
CCCCCCSc1cc(-c2nc3ccc(Cl)cn3c2NCCCC)ccc1OC	?	6.4%	.	-26.9%&-14.1%	0.2%	4.0%
Cc1nc(NC(=O)Nc2ccc(Cl)cc2)sc1C	-9.9	-2.3%	3.4%	0.0%	-13.2%	-9.8%
O=c1c2[nH]c3ccccc3c2nc2n1CCCS2	37.3	-10.3%	1.0%	7.4%	1.7%	21.5%
O=C(OCc1cc(=O)n2nc(C3CC3)sc2n1)c1ccc(NC(=O)c2ccccc2Cl)cc1	-16.5	.	.	.	7.6%	-0.5%
COc1ccc(C)cc1NC(=O)C1CC(=O)N(CCc2ccc(F)cc2)C1 (configuration not stated)	6.3	-0.2%	.	2.5%	.	.
COc1cc2c(cc1OC)CN(C(=O)CN1CCN(S(=O)(=O)c3ccccc3Br)CC1)CC2	-19.7	?	15.8µM*	-9.2%	-7.1%	-23.9%
Cc1ccc2[nH]c3c(=O)n(N)c(=O)[nH]c3c2c1	124.4	13.4%	-3.9%	10.3%	10.2%	1.5%
Cc1ccc(C)c(NC(NC(=O)c2ccccn2)C(Cl)(Cl)Cl)c1 (configuration not stated)	-9.1	-29.7%	1.9%	0.0%	-3.7%	0.5%
Cc1cc(C)cc(NC(=S)N2C3CCCC2CC(NC(=O)C2CC2)C3)c1 (configuration not stated)	6.8	-4.1%	.	-4.8%	-7.3%	-3.9%
CC(/C=N/NC(=O)CSc1nc(C)cc(C)n1)=C\c1ccccc1	32.5	-15.8%	1.7%	7.4%	-2.9%	-8.9%
COc1ccc(N(CC(=O)NCc2cccnc2)S(=O)(=O)c2ccc(C)c([N+](=O)[O-])c2)cc1	-30.1	-0.1%	2.8%	-12.6%	-7.0%	.
O=C(CCc1ccccc1Cl)Nc1cc2c(cc1C(=O)O)OCCCO2	199.1	19.5%	.	-1.8%	4.1%	-24.3%
COc1cc(OC)c(OC)cc1CN1CCN(C(=O)CC(C)C)CC1	31.0	-13.6%	?	-17.8%	1.9%	-1.1%
COc1ccc(NS(=O)(=O)c2ccc3c(c2)Cc2ccccc2-3)cn1	-13.9	2.82µM*	-18.7%	-2.4%	-4.0%	7.3%
O=C(O)c1ccc(CSc2nnc(-c3ccncc3)n2-c2ccc(Cl)cc2)cc1	?	5.9%	22.5%	-4.1%	8.0%	16.2%
COCCNc1c([N+](=O)[O-])c(=O)n(-c2ccccc2)c2ccccc12	-25.0	-14.1%	1.3%	-12.2%	-8.6%	1.8%
O=C1NC(c2ccco2)Nc2sc3c(c21)CCN(Cc1ccccc1)C3 (configuration not stated)	-14.8	-7.4%	19.9%	30.0%	-2.5%	-9.0%
CCCOc1cccc(C(=O)NC(=S)Nc2ccccc2)c1	-27.8	-3.2%	-0.9%	46.1%[activator]	-0.3%	?
COc1cccc(-n2nnnc2SCC(=O)Nc2cccc(C)n2)c1	-22.5	-12.3%	8.1%	0.3%	-12.5%	-10.0%
CN(Cc1ccccc1)C(=O)CN1C(=O)c2ccccc2S1(=O)=O	4.7	5.0%	-8.5%	3.3%	-0.6%	-5.5%
O=c1c2ccccc2nc2n1CCCCC2	-24.3	5.1%	5.9%	7.4%	-1.1%	-30.2%
CC(=O)Nc1ccc(Nc2c3c4c(cccc4n(C)c2=O)C(=O)c2ccccc2-3)cc1	-19.0	?	-9.4%	?	-6.4%	7.9%
O=c1cccc2n1CC1CC2CN(c2ncnc3c2cnn3-c2ccccc2)C1 (configuration not stated)	-13.2	1.3%	-0.5%	18.0%	?	-14.4%
O=C(Cc1ccc(S(=O)(=O)N2CCCC2)s1)N1CCN(c2ccc(F)cc2)CC1	-0.7	?	0.6%	-6.1%	8.2%	-12.3%
CCCC(C)NC(=O)CSc1nc2ccc(C)cc2[nH]1 (configuration not stated)	-14.0	2.9%	2.1%	-9.7%	?	-12.1%
COc1ccc(/C=N/NC(=O)c2ccc(Cn3cc([N+](=O)[O-])cn3)o2)cc1O	31.6	-3.7%	2.3%	18.3%	?	-26.2%
CC1CCCN(C(=O)COC(=O)c2cc([N+](=O)[O-])ccc2N2CCOCC2)C1 (configuration not stated)	-12.5	31.6µM*	.	0.5%	-17.2%	-27.6%
Nc1nc(Nc2ccccc2F)nc(NCCO)c1[N+](=O)[O-]	39.0	0.1%	2.1%	6.8%	3.2%	20.7%
COc1ccc(-c2nc(CS(=O)CC(=O)NCc3cccnc3)c(C)o2)cc1OC (configuration not stated)	99.8	0.3%	-1.3%	-1.9%	?	-36.0%
COc1cc(Cl)cc(/C=C/c2ccc3ccccc3n2)c1OC(C)=O	-11.8	?	-5.5%	12.9%	-5.1%	-12.5%
Cc1ccc(-c2nnn(CC(=O)NCCc3ccc4c(c3)OCO4)n2)o1	1.2	10.1%	0.8%	-21.4%	8.1%	-3.5%
COC(=O)C1CN(C(=O)COc2cccc(C)c2C)c2ccccc2O1 (configuration not stated)	96.3	9.2%	-10.6%	-3.4%	11.1%	10.6%
Cn1c(=O)c2c(-c3ccccc3)n(Cc3ccccn3)cc2n(C)c1=O	8.8	9.4%	-10.6%	56.2%[activator]	?	28.2µM*
O=C(COC(=O)Cn1[nH]c(=O)c2ccccc2c1=O)Nc1ccc2c(c1)OCO2	40.6	0.1%	-3.0%	-1.4%	-6.7%	-6.2%
COC(=O)c1ccc(Cl)cc1NC(=O)NC(C)c1c(-n2cccc2)sc(C)c1C (configuration not stated)	-23.8	.	.	.	-0.6%	-7.5%
CC1=Nc2cc(C(=O)NCC3CCCO3)ccc2Sc2ccc(C)cc21 (configuration not stated)	-71.8*	11.1%	.	-8.6%	-7.0%	-0.6%
O=c1cc(O)n(Cc2ccc(F)cc2)c(=O)[nH]1	?	6.5%	-1.0%	-4.3%	-4.7%	?
Cc1ccc(Cl)cc1NC(=O)c1ccc(CSc2nnnn2C)cc1	-60.7*	?	-1.6%	0.9%	-4.3%	-29.1%
Cn1c(CN2CCOCC2)nnc1SCC(=O)Nc1nccs1	13.1	14.7%	-2.8%	2.0%	-6.6%	3.1%
Cc1ccccc1N1CCN(C2CCCN(C(=O)CCn3cnnn3)C2)CC1 (configuration not stated)	22.1	.	.	0.0%	2.5%	-3.6%
O=C1C=C(NCc2ccccc2)C2(CCCCC2)O1	-25.3	-18.0%	1.8%	0.6%	-10.9%	-11.1%
COc1ccccc1NC(=O)COC(=O)c1cc2ccccc2cc1O	0.0	6.5%	.	-4.5%	2.1%	1.9%
CCCc1c(C)nn(C(=O)/C(C#N)=N/Nc2ccccc2[N+](=O)[O-])c1C	?	-15.1%	-13.1%	-28.4%	?	-3.7%
CC1=NN(c2ccccc2)C(=O)C1(C)[N+](=O)[O-] (configuration not stated)	-1.1	34.7%[activator]	3.4%	-27.1%	-4.4%	-1.3%
COc1ccc(-c2oc(=O)c3cc(OC)c(OC)cc3c2/C=C/c2ccc(OC(C)=O)cc2)cc1	-19.1	?	.	17.4%	.	.
CC1(C)C=C(c2ccc(C(=O)O)s2)CC(C)(C)N1	-20.3	6.5%	4.1%	4.3%	-22.4%	-10.0%
COc1cc(CCC(O)CC(=O)CCc2ccccc2)ccc1O (configuration not stated)	2.6	1.12µM*	7.6%	-13.1%	6.8%	-22.0%

# (continued)
SMILES	HCMV inh	HCV inh	FBPA Giardia inh	AMA1 RON2 block	AmpC detergent	Sm TGR block
Cc1ccc(O)c(C(=O)c2cnc3onc(-c4ccc(F)cc4)c3c2)c1	-11.6	?	1.5%	-9.2%	?	5.3%
C[C@@H](CN=[N+]=[N-])CN1CC[C@H](C(C)(C)C)CCC1=O	?	-4.2%[8.37 µM]	-1.1%	0.3%	-16.2%	0.0%
COc1ccc(NS(=O)(=O)c2cc(NC(=O)c3ccc(=O)[nH]c3)ccc2C)cc1	66.0	-21.0%	.	2.5%	-5.6%	-12.3%
CN(C)CCN=Cc1c(O)n(C2CCCCCC2)c(=O)[nH]c1=O	-9.6	23.9%	7.7%	1.9%	-11.6%	-20.0%
O=c1c2ccccc2ncn1Cc1ccc(Cl)cc1	.	-3.5%	0.2%	0.0%	-2.1%	0.6%
CCc1ccc(C(=O)NCc2cnn(C)c2)s1	7.2	3.0%	7.7%	-2.4%	-12.9%	4.9%
